Myeloid diff MLP: promotes myeloid progenitor differentiation; ER-HoxA9 myeloid progenitors, lysozyme-GFP differentiation, flow cytometry; calls only at 10 µM; hit rate 1% among 360,000;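 active = normalized GFP-positive differentiation at or above the plate's own cutoff, the solvent-only control mean plus 3 SD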;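 note: cells exposed to compound for four days before flow analysis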
Myeloid diff MLP GFP+ MAC1+ %: second read-out of Myeloid diff MLP, no call of its own (marks repeat the call); GFP+ MAC1+ double positive, %; measured here: differentiation confirmed by MAC1 staining
Starred values were filed as active, the others as inactive; i = inactive; + = active, no number.

SMILES	Myeloid diff MLP	Myeloid diff MLP GFP+ MAC1+ %
CCOC(=O)C1C(=O)C(=O)N(C2CCCCC2)C1C(=O)OCC (configuration not stated)	i	0.9
C[C@H]1CN([C@@H](C)CO)C(=O)CCCn2cc(nn2)CO[C@@H]1CN(C)S(=O)(=O)c1ccc(C#N)cc1	i	1.5
O=C(C[n+]1ccccc1)N/N=C/c1ccc(Cl)cc1	i	0.8
O=C(NS(=O)(=O)c1ccc2ccc(S(=O)(=O)NCCSc3ccccc3)cc2c1)c1cccc2ccccc12	i	0.4
N#Cc1ccc(OCC(=O)NC(=O)NC2CCS(=O)(=O)C2)cc1 (configuration not stated)	i	0.2
CC(C)(C)n1nnnc1C(c1ccccc1)N1CCN(CCN2CCOCC2)CC1 (configuration not stated)	i	0.9
O=C(NCC(=O)N1CCN(S(=O)(=O)c2ccc3c(c2)OCCO3)CC1)c1ccccc1F	i	2.0
COC(=O)C1=C(C)N(CCCC(=O)O)C(=O)NC1c1ccc(OC)cc1 (configuration not stated)	i	1.1
COc1ccc(C(=O)OCc2c(F)cccc2Cl)cc1S(=O)(=O)N1CCOCC1	i	0.6
O=C(Cc1ccccn1)c1ccccc1	i	1.0
COc1cccc(NC(=O)CN(C)C(=O)CC(NC(=O)c2ccccc2Cl)c2ccccc2)c1 (configuration not stated)	i	1.4
O=c1[nH]c2cc(F)ccc2c2ccc(F)cc12	i	1.0
COc1ccc(C2CC(=O)Oc3c(C(C)C)ccc(C)c32)cc1 (configuration not stated)	i	1.8
CC(C)CC(NC(=O)OCc1ccccc1)C(=O)NC(Cc1c[nH]c2ccccc12)C(=O)O (configuration not stated)	i	1.6
CC1(C(=O)NS(=O)(=O)Cc2cccc(Cl)c2)CCN1C(=O)CCc1cccs1 (configuration not stated)	i	0.3
COc1cc(CC(=O)OCC(=O)c2ccc[nH]2)cc(OC)c1OC	i	1.5
Cc1cc(C(=O)OC(C)C(=O)Nc2cccc(Cl)c2)on1 (configuration not stated)	i	0.4
O=C(CSc1nc(C(F)(F)F)cc(=O)[nH]1)Nc1ccc2c(c1)OCCO2	i	0.3
N#CCCN(C(=O)COC(=O)CNS(=O)(=O)c1ccc2ccccc2c1)c1ccccc1	i	1.8
O=C(/C=C/c1ccccc1)Nc1cccc(C(=O)NCCCCc2ccccc2)c1	i	1.3
CCC(C)C(CO)NCCCn1cnc2c(OCc3ccccc3)ncnc21 (configuration not stated)	i	0.5
Cc1cccc(C)c1Cn1c(C)c(C(=O)NCc2ccc([N+](=O)[O-])cc2)sc1=O	i	5.8
CCOC(=O)c1c(NC(=O)c2cccs2)sc(C(=O)N2CCOCC2)c1C	i	0.5
O=C(COC(=O)/C=C/c1ccccc1)NCCNC(=O)COC(=O)/C=C/c1ccccc1	i	1.1
COc1ccc(-c2csc(NC(=O)CSc3nnnn3C)n2)c(OC)c1	i	0.4
O=C(NN1CCCCC1)NN1CCCCC1	i	1.1
O=[N+]([O-])c1ccc(Cl)c(S(=O)(=O)Nc2cccc(-c3ccc(N4CCCC4)nn3)c2)c1	i	0.6
C[C@H](NS(=O)(=O)c1ccc2c(c1)OCCCO2)C(=O)N1CCN(Cc2ccccc2)CC1	i	0.4
O=C1CCC2CN3CCc4c([nH]c5ccccc45)C3CC2C1 (configuration not stated)	i	1.5
CCCCN1C(=O)C(CC(=O)NC2CCCC2)CC(C(=O)N(CC)CC)=C1C (configuration not stated)	i	2.8
CCS(=O)(=O)N1CCC(C(=O)OCC(=O)c2ccc(Br)cc2)CC1	i	1.2
C=CCN1C(=O)/C(=C/N(C)C)S/C1=N\S(=O)(=O)c1cccs1	i	0.2
COc1ccc(S(=O)(=O)Nc2cc3c4c(c2)CCN4C(=O)CC3)cc1C	i	0.9
CC1(Cc2ccc(F)cc2)C(=O)Nc2c(Cl)ccc(Cl)c21 (configuration not stated)	i	0.6
CCCCCCN1C[C@H](O)[C@@H](n2cc(C3CC3)nn2)C[C@@H]1c1ccccc1	i	1.4
CC(C)CC(CO)N1CCN(C(=O)c2ccccc2)CCC1=O (configuration not stated)	i	1.6
CCCCNC(=O)C1(C)CCN1C(=O)c1cc2ccccc2s1 (configuration not stated)	i	0.9
CCOC(=O)C1(C)CCCN(C(=O)c2cccc3ccccc23)C1 (configuration not stated)	i	0.9
COc1ccc(C(C#N)=Cc2ccc(OC)c(OC)c2)cc1	i	2.2
CCN(CC(=O)NCc1ccc(F)cc1)C(=O)COc1ccccc1[N+](=O)[O-]	i	0.1
CCN(C(=O)COC(=O)/C=C/c1ccco1)C1CCCCC1	i	0.9
O=S1(=O)N[C@@H](Cc2ccccc2)COc2cc(N3CC[C@H](O)C3)ccc21	i	1.6
COC(=O)c1ccc(Cn2c(C)c(C(=O)NCc3ccc([N+](=O)[O-])cc3)sc2=O)o1	i	3.3
COc1ccc(C(=O)NCc2ccc(F)cc2)cc1S(=O)(=O)N1CCCC1	i	0.6
C[C@@H]1CN([C@@H](C)CO)C(=O)c2cc(C#Cc3ccccc3)cnc2O[C@H]1CN(C)C(=O)c1ccccc1F	i	0.3
O=C(c1sccc1-c1ccccc1)N1CCN(S(=O)(=O)c2ccccc2F)CC1	i	0.5
O=C(Cn1c(=O)cnc2ccccc21)NNC(=O)c1ccc(Cl)cc1	i	0.9
O=C(NCCNc1ccc([N+](=O)[O-])cc1)c1cc(F)c(F)cc1Cl	i	0.1
COc1ccc(Cn2cc(CN3CC(N4CCCC4)CS3(=O)=O)nn2)cc1 (configuration not stated)	i	0.4
CC1(c2nnc(Cc3ccccc3)o2)CC(c2ccc(OC(F)(F)F)cc2)=NO1 (configuration not stated)	i	1.6
CN(C)CCN1CCN(C2CN(Cc3cn(Cc4ccc(Cl)cc4)nn3)S(=O)(=O)C2)CC1 (configuration not stated)	i	1.0
COc1ccc(OC)c(NC(=O)C2CCCN(S(=O)(=O)c3c(C)nn(C)c3C)C2)c1 (configuration not stated)	i	1.7
COc1cccc(-c2sc3ccc(OC)cc3c2-c2cnc(N3CCOCC3)nc2)c1	i	0.7
CCN(CC(=O)NCc1cccs1)S(=O)(=O)c1cc(NC(C)=O)ccc1OC	i	0.8
Nc1c(-c2ccccc2)nnn1Cc1ccccc1	i	0.2
CCC(=C(c1ccc(O)cc1)c1ccc(OCCN(C)C)cc1)c1ccccc1	i	1.9
O=C(CN1CCN(S(=O)(=O)c2ccc(Br)s2)CC1)N1CCCCC1	i	0.9
O=C(OCC(=O)c1ccc[nH]1)C1=COCCO1	i	0.5
CCCNC(=O)C1(C)CCCN(CC(=O)c2ccccc2OC)C1 (configuration not stated)	i	1.2
O=C(COC(=O)c1ccc(F)c(S(=O)(=O)N2CCOCC2)c1)Nc1ccc2c(c1)OCO2	i	0.5
The list goes on.
SMILES	Myeloid diff MLP	Myeloid diff MLP GFP+ MAC1+ %
CCCCN1C[C@H](C)[C@@H](CC(=O)Nc2ccccc2)C1=O	i	1.9
CCN(CC(=O)Nc1ccc(NC(C)=O)cc1)C(=O)CSCc1c(C)noc1C	i	0.8
COc1ccc(CCc2nc3ccccc3n2C(CCc2ccccc2)c2nc3ccccc3[nH]2)cc1 (configuration not stated)	i	2.3
Cc1cc(C)cc(C(=O)NCC(=O)OCC(=O)c2c(N)n(C)c(=O)n(C)c2=O)c1	i	0.6
O=C1C=CN(C2OC(CO)C(O)C2O)C(=O)C1 (configuration not stated)	+	22*
Cc1ccc(C)c(N2CCN(C(=O)CCc3nc(-c4ccc(F)cc4)no3)CC2)c1	i	0.4
COc1ccc(CNC(=O)COC(=O)CN2C(=O)COc3ccccc32)cc1	i	1.6
CC(Oc1cccc(Cl)c1)C(=O)NNC(=O)c1cccnc1 (configuration not stated)	i	0.4
CCNC(=O)C1(C)CCCN1C(=O)c1c(F)cccc1F (configuration not stated)	i	1.0
Cc1ccc(S(=O)(=O)N2CCC(C(=O)NNC(=O)c3ccccc3O)CC2)cc1C	i	0.8
CC1=C(C(=O)N(C(C)C)C(C)C)CC(CC(=O)NC2CC2)C(=O)N1Cc1ccc(C(C)(C)C)cc1 (configuration not stated)	i	0.7
CC(C)(C)OC(=O)NCc1ccc(NC(=O)c2nc[nH]c2C(=O)NCCCNC(=O)c2[nH]cnc2C(=O)Nc2ccc(CNC(=O)OC(C)(C)C)cc2)cc1	i	3.3
CCOc1ccc(NC(=O)CN(C)C(=O)c2ccc3nc(CC)c(CC)nc3c2)cc1OCC	i	1.2
CN(C)CCCNc1nc2cc(-c3ccc4c(ccn4C)c3)sc2c(=O)n1C	i	0.9
OC(c1cc(F)cc(Cl)c1)c1ncc(-c2cccc(C(F)(F)F)c2)[nH]1 (configuration not stated)	i	1.5
CC(C)C[C@@H](CN)NC(=O)c1nc[nH]c1C(=O)N[C@@H](C)C(=O)CNC[C@H](C)NC(=O)c1nc[nH]c1C(=O)N[C@@H](CC(C)C)C(=O)O	i	1.4
C[C@@H]1CCCCCCCCC(=O)OCCN1C(=O)OC(C)(C)C	i	1.7
CCOC(=O)c1ccccc1N/C=C/C(=O)c1ccccc1	i	0.2
CCOC(=O)c1c(NC(=O)CSc2ncn[nH]2)sc(C(=O)N(C)C)c1C	i	0.6
O=C(COC(=O)Cc1ccsc1)Nc1ccc(Cl)cn1	i	0.9
O=C(OC1CC2CC1[C@H]1CCCCN1C2=O)N1CCN(c2ccccc2)CC1 (some centres not stated)	i	1.0
O=C1C=C(c2ccc(F)nc2)CCC1	i	0.9
CC(O)(c1ccccc1)c1nc(-c2cccc(C#N)c2)cs1 (configuration not stated)	i	0.4
CC(NC(=O)COC(=O)c1ccc(S(=O)(=O)N2CCOCC2)cc1)c1ccccc1 (configuration not stated)	i	0.4
CC(=O)CSc1ccc(S(=O)(=O)N2CCN(C)CC2)cn1	i	1.3
Cc1nc2ccc(NS(=O)(=O)c3ccccc3F)cc2s1	i	0.3
O=[N+]([O-])c1ccc(C=NN2CCCCCC2)cc1	i	0.7
CCOC(=O)C1CCCN(c2nc3ccccc3nc2NS(=O)(=O)c2ccc(C)cc2)C1 (configuration not stated)	i	0.4
O=c1cc(-c2ccc(O)c(O)c2)oc2cc(O)c([C@@H]3O[C@H](CO)[C@@H](O)[C@H](O)[C@H]3O)c(O)c12	i	1.6
CC1(C(=O)NS(=O)(=O)c2ccccc2)CCN1C(=O)c1ccccc1 (configuration not stated)	i	0.9
CN(C)S(=O)(=O)c1ccc(C(=O)OCC(=O)c2csc(N3CCCCC3)n2)cc1	i	0.7
COc1ccc(S(=O)(=O)N2CCCCCC2)cc1NC(=O)CN1C(=O)NC(C)(c2ccc(C)cc2)C1=O (configuration not stated)	i	1.7
CCOC(=O)c1cc(-c2ccccc2C)n(CC2CC(c3cccc([N+](=O)[O-])c3)=NO2)n1 (configuration not stated)	i	1.8

Part of the list above in another layout.
Results follow in this order: Myeloid diff MLP | Myeloid diff MLP GFP+ MAC1+ %
CCOC(=O)c1c(NC(=O)CSc2ncn[nH]2)sc(C(=O)N(C)C)c1C
    i | 0.6
CN(C)S(=O)(=O)c1ccc(C(=O)OCC(=O)c2csc(N3CCCCC3)n2)cc1
    i | 0.7
O=C(OC1CC2CC1[C@H]1CCCCN1C2=O)N1CCN(c2ccccc2)CC1 (some centres not stated)
    i | 1.0
O=c1cc(-c2ccc(O)c(O)c2)oc2cc(O)c([C@@H]3O[C@H](CO)[C@@H](O)[C@H](O)[C@H]3O)c(O)c12
    i | 1.6

17 structures from above, arranged by count of non-hydrogen atoms, rising.
SMILES	Myeloid diff MLP	Myeloid diff MLP GFP+ MAC1+ %
O=C1C=C(c2ccc(F)nc2)CCC1	i	0.9
O=[N+]([O-])c1ccc(C=NN2CCCCCC2)cc1	i	0.7
O=C(COC(=O)Cc1ccsc1)Nc1ccc(Cl)cn1	i	0.9
CC(=O)CSc1ccc(S(=O)(=O)N2CCN(C)CC2)cn1	i	1.3
CC(Oc1cccc(Cl)c1)C(=O)NNC(=O)c1cccnc1 (configuration not stated)	i	0.4
C[C@@H]1CCCCCCCCC(=O)OCCN1C(=O)OC(C)(C)C	i	1.7
CC1(C(=O)NS(=O)(=O)c2ccccc2)CCN1C(=O)c1ccccc1 (configuration not stated)	i	0.9
CCOC(=O)c1c(NC(=O)CSc2ncn[nH]2)sc(C(=O)N(C)C)c1C	i	0.6
CN(C)CCCNc1nc2cc(-c3ccc4c(ccn4C)c3)sc2c(=O)n1C	i	0.9
CN(C)S(=O)(=O)c1ccc(C(=O)OCC(=O)c2csc(N3CCCCC3)n2)cc1	i	0.7
CC(NC(=O)COC(=O)c1ccc(S(=O)(=O)N2CCOCC2)cc1)c1ccccc1 (configuration not stated)	i	0.4
CCOC(=O)c1cc(-c2ccccc2C)n(CC2CC(c3cccc([N+](=O)[O-])c3)=NO2)n1 (configuration not stated)	i	1.8
CCOc1ccc(NC(=O)CN(C)C(=O)c2ccc3nc(CC)c(CC)nc3c2)cc1OCC	i	1.2
CC1=C(C(=O)N(C(C)C)C(C)C)CC(CC(=O)NC2CC2)C(=O)N1Cc1ccc(C(C)(C)C)cc1 (configuration not stated)	i	0.7
COc1ccc(S(=O)(=O)N2CCCCCC2)cc1NC(=O)CN1C(=O)NC(C)(c2ccc(C)cc2)C1=O (configuration not stated)	i	1.7
CC(C)C[C@@H](CN)NC(=O)c1nc[nH]c1C(=O)N[C@@H](C)C(=O)CNC[C@H](C)NC(=O)c1nc[nH]c1C(=O)N[C@@H](CC(C)C)C(=O)O	i	1.4
CC(C)(C)OC(=O)NCc1ccc(NC(=O)c2nc[nH]c2C(=O)NCCCNC(=O)c2[nH]cnc2C(=O)Nc2ccc(CNC(=O)OC(C)(C)C)cc2)cc1	i	3.3

From PubChem BioAssay

Only part of the results is shown (hit frequency here may not be typical).
